Screening data deposited in PubChem by several laboratories.
CSN inh: blocks human CSN-mediated cullin deneddylation. inhibition, % at 12.5 µM. hit rate 0.38% among 360,000. Q92905. Purified CSN, SCF-Nedd8-OG deneddylation, fluorescence polarization;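 active means pattern-corrected inhibition above about 35%, with an unprinted fluorescence ratio check between 0.5 and 1.5, limit read from the data, passing the limit was not always enough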;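 further: 0% = enzyme with substrate and 100% = substrate without enzyme; some results filed as inactive read as strong as hits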
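Assay system: purified human Csn5 enzyme expressed in HEK293T cells; Input: 0.24 nM Csn5 enzyme, final concentration; Reagent: 10 nM SCFSkp2-Nedd8OG; Compound dosing: 12.5 µM single point; Times: reaction 90 min, room temperature; Technique: fluorescence polarization readout.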
DNMT1 block: blocks human DNA methyltransferase DNMT1; inhibition (reported as % activation of signal), % at 10 µM; hit rate 0.83% among 360,000; AID 588458; DNMT1 molecular beacon, Hinp1I cleavage, fluorescence; P26358; in the data active means inhibition above about 50%
Target sequence (P26358 504-1616 limits assumed): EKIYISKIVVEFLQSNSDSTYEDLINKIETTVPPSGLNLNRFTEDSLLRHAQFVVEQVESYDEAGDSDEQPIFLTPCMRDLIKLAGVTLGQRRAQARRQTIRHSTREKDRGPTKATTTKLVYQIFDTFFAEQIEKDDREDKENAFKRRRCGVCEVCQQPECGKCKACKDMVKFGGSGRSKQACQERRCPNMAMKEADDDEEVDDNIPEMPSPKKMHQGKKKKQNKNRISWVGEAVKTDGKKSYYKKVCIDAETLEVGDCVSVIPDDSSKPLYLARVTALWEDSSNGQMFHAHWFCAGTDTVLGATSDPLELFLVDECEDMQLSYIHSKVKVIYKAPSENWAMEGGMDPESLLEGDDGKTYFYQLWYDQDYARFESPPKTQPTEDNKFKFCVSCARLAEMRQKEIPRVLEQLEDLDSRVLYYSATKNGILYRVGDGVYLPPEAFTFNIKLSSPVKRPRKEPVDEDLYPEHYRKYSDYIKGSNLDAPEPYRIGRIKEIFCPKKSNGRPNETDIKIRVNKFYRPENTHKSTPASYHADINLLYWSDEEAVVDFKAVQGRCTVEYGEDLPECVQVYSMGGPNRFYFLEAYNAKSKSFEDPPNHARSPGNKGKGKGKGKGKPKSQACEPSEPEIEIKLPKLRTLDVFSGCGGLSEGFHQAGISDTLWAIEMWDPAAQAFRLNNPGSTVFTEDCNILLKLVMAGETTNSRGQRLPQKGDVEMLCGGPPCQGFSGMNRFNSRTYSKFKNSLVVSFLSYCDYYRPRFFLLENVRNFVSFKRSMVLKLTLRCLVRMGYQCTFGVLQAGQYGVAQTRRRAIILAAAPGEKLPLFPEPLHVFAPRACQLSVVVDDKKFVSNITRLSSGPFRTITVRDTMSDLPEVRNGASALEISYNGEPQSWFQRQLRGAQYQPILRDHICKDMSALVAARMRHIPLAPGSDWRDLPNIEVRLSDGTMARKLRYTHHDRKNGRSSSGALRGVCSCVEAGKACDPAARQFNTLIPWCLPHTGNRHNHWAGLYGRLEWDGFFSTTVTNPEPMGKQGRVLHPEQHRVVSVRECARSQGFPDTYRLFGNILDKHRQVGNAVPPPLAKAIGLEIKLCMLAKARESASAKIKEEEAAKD
LMPTP inh: blocks human LMPTP phosphatase | P24666 | inhibition, % at 20 µM | hit rate 0.22% among 360,000 | recombinant LMPTP-A, OMFP fluorogenic substrate, fluorescence intensity;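 active means compounds that cut the enzyme signal by at least half of the control window in the single-dose screen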;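 further: plate controls were DMSO wells with enzyme plus substrate for no effect and substrate without enzyme for full effect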
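Test system: LMPTP-A phosphatase enzyme. Amount: LMPTP-A at 0.625 nM final in the reaction. Reagent: OMFP substrate, 400 µM final. Times: 50 min at room temperature. Signal: endpoint fluorescence intensity from OMFP dephosphorylation. Read-out basis: % inhibition. Benchmarks: no-enzyme and uninhibited controls.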
NadD inh: inhibitors of Staphylococcus aureus NadD. purified NadD enzyme, colorimetric absorbance read-out. inhibition, % at 20 µM. hit rate 0.78% among 360,000; in the data active means inhibition above about 26%; further: some compounds past the cut are filed as inactive
SUMO1 PPI mod: alters human SUMO1 binding to SIM partners; SUMO1 binding to a labelled peptide, TR-FRET, 1 h; P63165; hit rate 0.33% among 360,000; inhibition, % at 20 µM; in the data active means inhibition above about 37%
STEP inh: STEP (human) phosphatase inhibition | inhibition, % at 20 µM | AID 588621 | hit rate 0.25% among 360,000 | recombinant STEP, OMFP fluorogenic substrate, fluorescence;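 active means inhibition at 20 µM, scaled per plate between control wells, above about 37%, limit read from the data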;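 further: 0% = DMSO with enzyme and substrate and 100% = substrate only without enzyme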
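material = STEP tyrosine phosphatase | reagent = fluorogenic phosphatase substrate OMFP at 25 µM final | doses = single compound dose of 20 µM, 1% DMSO final | schedule = 20 min reaction, room temperature, in the dark | measured by = fluorescence, 480/540 nm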
Rpn11 block: inhibitors of human proteasome Rpn11 | human 26S proteasome, Ub4-pepOG fluorescence polarization; 20S core pre-blocked with epoxomicin | calls only at 20 µM | hit rate 0.59% among 360,000 | O00487 | AID 588493;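 active means inhibition at 20 µM, scaled to each plate's controls, above about 33%, limit read from the data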
Neddylation inh: cullin neddylation inhibition. TR-FRET cullin neddylation, biochemical. hit rate 0.58% among 360,000. P61081+Q13564. calls only at 25 µM. AID 651699; in the data active means inhibition above about 36%
Scp-1 inhibitor: blocks human Scp-1 phosphatase activity; hit rate 0.88% among 340,000; AID 493091; inhibition, % at 20 µM; Recombinant Scp1, phosphopeptide, malachite green phosphate absorbance;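 active means inhibition above about 50% at 20 µM, limit read from the data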;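 further: plate controls were DMSO wells with enzyme for no effect and wells lacking enzyme for full effect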
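Test system: SCP-1 catalytic domain; Buffer or medium: Acidic Tris acetate buffer with magnesium and detergent; Also added: Phosphorylated 17-residue peptide substrate; Compound: single 20 µM dose, 1% DMSO; Schedule: enzyme reaction 45 min at room temperature, colour 5 min, stabilisation 30 min; Signal: Phosphate-binding colour reagent, absorbance read at 630 nm.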
Rin1-Abl PPI inh: human Rin1-Abl interaction inhibition; AID 588664; hit rate 0.4% among 360,000; TR-FRET Rin1/Abl binding, biochemical; P00519+Q13671; inhibition, % at 7.35 µM; in the data active means inhibition above about 5%, passing the limit was not always enough
Starred values were filed as active, the others as inactive; i = inactive; x = no result given; + = active, no number.

[1] COc1cc(NC(=O)CNC(c2ccccc2)c2ccccc2)cc(OC)c1OC
[2] C/C(Cc1ccccc1)=N\NC(=O)CNC(=O)c1ccc(F)cc1
[3] CO/N=C/c1ccc(N2CCN(C(=O)c3ccc(F)cc3)CC2)c([N+](=O)[O-])c1
[4] COc1ccccc1S(=O)(=O)Cc1ccc(C(=O)NCC2CCCO2)o1 (stereo not drawn)
[5] CN(C)S(=O)(=O)c1ccc2c(c1)nc(CCC(=O)Nc1ccc3c(c1)OCO3)n2C
[6] COc1ccc2c(c1)C(=C(C#N)C#N)C(=O)N2CCc1ccccc1
[7] CCC(C)(C)NC(=O)CN(Cc1cccs1)C(=O)CNS(=O)(=O)c1ccc(F)cc1
[8] CCOc1ccc(C(=O)c2cc([N+](=O)[O-])ccc2N2CCOCC2)cc1
[9] COc1ccc(-c2noc(-c3ccc(C)cc3)n2)cc1
[10] O=C(O)c1ccccc1OCCOc1ccccc1C(=O)O

screen / no.	1	2	3	4	5	6	7	8	9	10
STEP inh	0	-4	0	-2	-3	1	-2	0	-3	1
LMPTP inh	-0.8	-0.4	0.5	-2.3	-0.7	-0.5	-0.8	0.0	0.7	-0.4
NadD inh	-9	-6	-3	3	3	0	-1	-3	4	6
CSN inh	2	-3	-1	-4	-13	4	-4	-4	-2	4
Rpn11 block	i	i	i	i	i	i	i	i	i	i
Scp-1 inhibitor	-12	-2	-8	4	-1	-7	-5	-5	-6	-5
Neddylation inh	i	i	i	i	i	i	i	i	i	i
DNMT1 block	0	0	-7	-1	-18	-15	-3	2	0	5
Rin1-Abl PPI inh	-4	2	-10	1	1	2	1	-2	-2	1
SUMO1 PPI mod	4	-4	-30	-2	2	6	-2	-18	1	-1

Single records (already shown).
CCC(C)(C)NC(=O)CN(Cc1cccs1)C(=O)CNS(=O)(=O)c1ccc(F)cc1 in the list: STEP inh: -2; LMPTP inh: -0.8; NadD inh: -1; CSN inh: -4; Rpn11 block: i; Scp-1 inhibitor: -5; Neddylation inh: i; DNMT1 block: -3; Rin1-Abl PPI inh: 1; SUMO1 PPI mod: -2
COc1ccc2c(c1)C(=C(C#N)C#N)C(=O)N2CCc1ccccc1 in the list: STEP inh: 1; LMPTP inh: -0.5; NadD inh: 0; CSN inh: 4; Rpn11 block: i; Scp-1 inhibitor: -7; Neddylation inh: i; DNMT1 block: -15; Rin1-Abl PPI inh: 2; SUMO1 PPI mod: 6

Additional structures:
[11] CC[C@]12c3[nH]c4ccccc4c3CCN1C(=O)C(CC(=O)NCCN1CCOCC1)C[C@@H]2C(=O)N1CCN(C(=O)C2CC2)CC1 (stereo partly drawn)
[12] Cn1c(=O)c2c(nc(N3CCNCC3)n2Cc2cccc3ccccc23)n(C)c1=O
[13] O=C(C1CCN(S(=O)(=O)c2ccc(Cl)cc2)CC1)N1CCOCC1
[14] Cc1ccc(CN2CCC(Oc3cccc(C(=O)NCc4cccnc4)c3)CC2)o1
[15] Cc1ccc(N2CC(C(=O)NC3CCCCCC3)CC2=O)cc1 (stereo not drawn)
[16] COc1ccc(/C(C)=N/N2CCOCC2)c(O)c1
[17] O=C(c1ccc(N2C(=O)CCC2=O)cc1)N1CCN(c2ccccc2)CC1
[18] CSc1ncc(C(=O)Nc2cccc(Cl)c2C)c(C)n1
[19] Cc1ccc(NC(=O)CN(C)C(=O)c2ccc(Sc3nncn3C)c([N+](=O)[O-])c2)cc1
[20] COC(=O)Cc1cc(OC)c(OC)cc1S(=O)(=O)N(C)C

screen / no.	11	12	13	14	15	16	17	18	19	20
STEP inh	0	3	-4	-1	-3	1	-1	0	0	2
LMPTP inh	-8.9	1.8	-0.7	5.1	-2.5	-0.2	-1.4	0.1	-2.8	-0.5
NadD inh	8	-2	-1	3	2	-2	-5	-3	5	-2
CSN inh	-2	6	3	2	-4	2	-8	6	-1	1
Rpn11 block	i	i	i	i	i	i	i	i	i	i
Scp-1 inhibitor	12	-2	3	-1	x	-5	6	-12	3	-7
Neddylation inh	i	i	i	i	i	i	i	i	i	i
DNMT1 block	2	-25	3	3	3	1	3	1	-1	-3
Rin1-Abl PPI inh	0	-3	2	2	1	-2	2	1	-1	-2
SUMO1 PPI mod	-3	1	-1	8	2	1	-2	2	-28	3

[21] O=C(O)CCN1Cc2ccccc2C1=O
[22] COc1ccc(NC(=O)CCN2CCN(S(=O)(=O)c3cc(Cl)ccc3OC)CC2)cc1
[23] COc1ccc(OC)c(S(=O)(=O)NC(C)CCc2ccccc2)c1 (stereo not drawn)
[24] O=C(OCc1ccccc1Cl)c1cc([N+](=O)[O-])ccc1N1CCOCC1
[25] CCOc1ccc(S(=O)(=O)NCc2ccc(Cl)cc2)c2cccnc12
[26] Cc1nn(C)cc1/C=N/O
[27] CCCCC(=O)Nc1ccccc1N1CCN(c2ccccc2)CC1
[28] NC(=O)c1ncc(C(F)(F)F)cc1Oc1ccc(C(F)(F)F)cc1
[29] Cc1nn(C)cc1/C=N/NC(=O)c1ccc2c(c1)OCO2
[30] CN1CCCCc2c1nc1ccccc1c2N (tested in a mixture with another compound)

screen / no.	21	22	23	24	25	26	27	28	29	30
STEP inh	-3	-2	-1	2	-2	1	0	-3	4	2
LMPTP inh	0.2	-0.9	1.1	3.7	-2.6	-2.1	-0.9	0.5	1.2	3.3
NadD inh	-4	4	2	-13	3	-1	0	-2	-2	-1
CSN inh	0	1	-3	-1	-10	5	11	-1	-7	0
Rpn11 block	i	i	i	i	i	i	i	i	i	i
Scp-1 inhibitor	1	2	-11	-15	-5	0	2	2	-7	-5
Neddylation inh	i	i	i	i	x	i	i	i	i	i
DNMT1 block	2	-5	-2	-4	-1	0	-1	1	-2	-5
Rin1-Abl PPI inh	4	2	1	0	-1	1	0	-1	-4	-6
SUMO1 PPI mod	3	1	-1	-14	-2	1	3	-2	1	0

As entered above:
In Rin1-Abl PPI inh, CN(C)S(=O)(=O)c1ccc2c(c1)nc(CCC(=O)Nc1ccc3c(c1)OCO3)n2C reads 1
In LMPTP inh, Cn1c(=O)c2c(nc(N3CCNCC3)n2Cc2cccc3ccccc23)n(C)c1=O reads 1.8
In SUMO1 PPI mod, COc1ccc(-c2noc(-c3ccc(C)cc3)n2)cc1 reads 1
In SUMO1 PPI mod, O=C(C1CCN(S(=O)(=O)c2ccc(Cl)cc2)CC1)N1CCOCC1 reads -1
In SUMO1 PPI mod, COc1ccc2c(c1)C(=C(C#N)C#N)C(=O)N2CCc1ccccc1 reads 6
In LMPTP inh, CCOc1ccc(S(=O)(=O)NCc2ccc(Cl)cc2)c2cccnc12 reads -2.6

Going on with the list:
[31] CCOc1cc(CN2CCN(c3cccc(C(F)(F)F)c3)CC2)ccc1OC
[32] CN1CCN(c2ccccc2/C=N/NC(=O)c2cccnc2)CC1
[33] COc1ccc(NC(=S)Nc2ccc(S(N)(=O)=O)cc2)c(OC)c1
[34] O=C(Nc1ccc(S(=O)(=O)Nc2ncccn2)cc1)c1ccccc1
[35] Cc1ccc(C(=O)NC2CCN(CC(=O)NCc3cccs3)CC2)cc1
[36] CCCNC(=O)c1nc2ncc(Br)cn2n1
[37] O=C(NCCc1ccccc1)C1C(=O)Nc2ccccc2C(=O)N1C1CCCCC1 (stereo not drawn)
[38] O=C(COC(=O)CC12CC3CC(CC(C3)C1)C2)Nc1cccnc1Cl
[39] Clc1ccc(C2=C3CCCCn4c(-c5ccccc5)c[n+](c43)C2)cc1
[40] CCOP(=O)(OCC)c1nc(-c2cccc([N+](=O)[O-])c2)oc1N1CCCCC1

screen / no.	31	32	33	34	35	36	37	38	39	40
STEP inh	3	-1	-2	-3	-1	-4	x	-2	-1	0
LMPTP inh	0.3	-2.0	-0.7	-0.2	0.8	-1.2	-0.5	0.6	2.1	0.0
NadD inh	-9	-5	-3	-9	-3	-4	x	-7	1	-8
CSN inh	-2	1	-1	-4	-13	3	-2	-1	8	10
Rpn11 block	i	i	i	i	i	i	x	i	i	i
Scp-1 inhibitor	-3	-7	-6	-10	-5	-3	x	-9	-2	-7
Neddylation inh	i	i	i	i	i	i	i	i	x	i
DNMT1 block	-2	-3	0	2	-3	9	x	1	16	-4
Rin1-Abl PPI inh	0	-3	3	-2	-1	-3	x	0	0	1
SUMO1 PPI mod	2	-6	-3	10	-2	-4	-1	-1	-5	-16

[41] Cc1ccc(C2CC(=O)C(C=NCCN3CCN(CC(=O)Nc4cc(C)cc(C)c4)CC3)=C(O)C2)cc1 (stereo not drawn)
[42] Clc1ccccc1OCCn1nnc2ccccc21
[43] CC(=O)Oc1ccc(C23c4ccccc4C2(OC(C)=O)c2cc(OC(C)=O)ccc23)cc1 (stereo not drawn)
[44] O=C(NC1CCCCC1)C(=S)N1CCCC1
[45] CC(=O)Nc1ccc(/C=N/Nc2nc3ccccc3[nH]2)cc1
[46] CCCCCC/C(C)=C1/SC(=S)NC1=O
[47] COC(=O)[C@]12CCCCC=C1N(Cc1ccc(Cl)cc1Cl)C(=O)[C@H](CC(=O)NCCc1ccccc1OC)C2
[48] CC(Cc1cccs1)NC(=O)CCCn1nnnc1CN1CCOCC1 (stereo not drawn)
[49] Clc1ccc(-c2nc3ccc(Br)cn3c2Cc2ccccc2)cc1
[50] COC(=O)C(O)(CC(=O)Nc1ccc(C)c(F)c1)C(F)(F)F (stereo not drawn)
[51] CCCCOC(=O)c1ccc(NC(=O)C(=O)NCCN(C)C)cc1
[52] N#Cc1ccc(/C=C/C(=O)c2ccc3c(c2)OCO3)cc1

screen / no.	41	42	43	44	45	46	47	48	49	50	51	52
STEP inh	-3	1	-3	0	3	1	x	-2	1	-3	2	2
LMPTP inh	-2.8	-0.2	3.6	-0.6	2.3	0.6	7.3	-0.9	1.8	-0.8	-1.8	1.4
NadD inh	1	-9	9	-4	-1	2	6	-1	12	3	-7	-6
CSN inh	-1	3	-4	6	4	23	-1	6	1	1	-2	22
Rpn11 block	i	i	i	i	i	+	x	i	i	i	i	i
Scp-1 inhibitor	-4	-18	-16	-7	-4	11	x	-2	x	-4	-8	-14
Neddylation inh	i	i	x	i	i	i	i	i	i	i	i	i
DNMT1 block	-2	0	-22	0	-2	10	x	0	7	0	3	6
Rin1-Abl PPI inh	2	-1	-2	1	-11	0	x	3	-14	-2	-1	1
SUMO1 PPI mod	0	3	-10	3	-15	-4	5	-1	-14	2	2	-5

An unsorted share of the library; 3.8% or so of the library scored in one or more.
